Screening data as filed in PubChem.
CHRM5 antagonist: blocks acetylcholine activation of human M5 receptor; CHO-hM5 cells, Fluo-8 calcium fluorescence, ACh EC80; inhibition, % at 3 µM; hit rate 0.59% among 360,000; AID 624040;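 active = inhibition above a per-plate cutoff, the mean of that plate's test compounds plus 3 SD, cut at about 27% in these data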;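 also: 0% = acetylcholine EC80 with DMSO and 100% = DMSO without agonist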
CHRM5 agonist: CHRM5 agonism in calcium assay; activation, % at 3 µM; AID 624037; P08912; hit rate 0.19% among 360,000; CHO-K1 hM5 cells, Fluo-8 calcium fluorescence; 0% DMSO wells, 100% maximal acetylcholine response;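 active = activation above the run's mean over test compounds plus 3 SD, cut at about 23% in these data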;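 also: signal is peak over basal fluorescence ratio across the kinetic read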
M1 ag: activates human CHRM1 receptor. activation, % at 3 µM. P11229. AID 588814. CHO-K1 hM1, Fluo-8 calcium fluorescence, agonist mode; 0% DMSO, 100% acetylcholine EC100. hit rate 0.33% among 360,000;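 active = activation above the run's mean compound activation plus 3 SD, cut at about 16% in these data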;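 also: peak over basal fluorescence ratio within a 140 s kinetic read after compound addition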
Target sequence (P11229 whole entry, looked up): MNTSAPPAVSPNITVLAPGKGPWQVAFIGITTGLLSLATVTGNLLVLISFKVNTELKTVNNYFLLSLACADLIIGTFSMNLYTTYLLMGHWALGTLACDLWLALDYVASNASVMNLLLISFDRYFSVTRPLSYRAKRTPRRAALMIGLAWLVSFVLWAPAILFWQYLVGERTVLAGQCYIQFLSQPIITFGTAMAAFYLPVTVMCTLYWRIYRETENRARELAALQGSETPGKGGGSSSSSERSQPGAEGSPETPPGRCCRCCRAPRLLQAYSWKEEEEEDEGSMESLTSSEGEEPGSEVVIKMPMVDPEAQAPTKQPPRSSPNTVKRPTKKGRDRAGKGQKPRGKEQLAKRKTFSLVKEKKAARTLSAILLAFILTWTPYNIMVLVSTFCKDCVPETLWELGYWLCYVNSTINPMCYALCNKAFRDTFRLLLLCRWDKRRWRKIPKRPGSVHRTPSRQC
CHRM4 agonist: agonists of human muscarinic M4 receptor (CHRM4); P08173; CHO-K1 hM4/Gqi5, Fluo-8 calcium fluorescence; vehicle 0%, full acetylcholine response 100%; activation, % at 3 µM; hit rate 0.14% among 360,000; AID 624127;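 active = activation above the run mean over all test wells plus 3 SD, cut at about 32% in these data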;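 also: peak over basal fluorescence ratio per well then scaled between controls; 0% = DMSO wells and 100% = acetylcholine at EC100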
CHRM5 PAM: potentiates acetylcholine response at human M5 receptor. activation, % at 3 µM. CHO-K1 hM5, Fluo-8 calcium, ACh EC20 PAM; 0% = ACh EC20, 100% = ACh EC100. P08912. hit rate 0.3% among 360,000;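 active = activation above the run cutoff, the mean activation of all test compounds plus 3 SD, cut at about 18% in these data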
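Replicates: One well per compound, no replicates | System: Human M5 receptor in CHO-K1 cells | Benchmarks: Low control EC20 acetylcholine (0%), high control EC100 acetylcholine (100%) | Probe or stimulus: Acetylcholine, EC20 level | Times: Fluo-8 loading 80 min at 37 °C plus 30 min room temperature | Signal: Intracellular calcium via Fluo-8 fluorescence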
M4 antag: antagonists of human muscarinic M4 receptor (CHRM4); P08173; CHO-hM4 cells, ACh EC80, Fluo-8 calcium fluorescence; inhibition, % at 3 µM; hit rate 0.73% among 360,000;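 active = inhibition above its plate's cutoff, the mean inhibition of sample wells plus 3 SD, cut at about 27% in these data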;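 also: 0% = acetylcholine EC80 with DMSO and 100% = DMSO without agonist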
TAAR1 agonist: agonists of human TAAR1; AID 624467; activation, % at 3 µM; Q96RJ0; hit rate 0.99% among 360,000; CHO RD-HGA16 TAAR1, Fluo-8 calcium fluorescence; vehicle wells 0%, saturating PEA agonist 100%;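 active = activation above the mean activation of all test compounds in the run plus 3 SD, cut at about 38% in these data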
Target sequence (Q96RJ0 whole entry, looked up): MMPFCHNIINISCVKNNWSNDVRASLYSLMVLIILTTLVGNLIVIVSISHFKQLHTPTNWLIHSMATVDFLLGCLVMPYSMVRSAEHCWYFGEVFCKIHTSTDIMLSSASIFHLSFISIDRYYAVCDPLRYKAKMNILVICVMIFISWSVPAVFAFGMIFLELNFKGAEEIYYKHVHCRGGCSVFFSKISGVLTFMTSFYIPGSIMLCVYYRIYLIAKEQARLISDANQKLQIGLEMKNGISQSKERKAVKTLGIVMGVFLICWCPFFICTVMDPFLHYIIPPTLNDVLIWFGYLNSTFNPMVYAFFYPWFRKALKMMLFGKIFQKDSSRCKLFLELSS
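Assay system: CHO-derived RD-HGA16 cells with stable Gα16 and human TAAR1; timing: 17-24 h seeding, 75 min 37 °C dye, 30 min RT; read-out: % activation from peak over basal fluorescence ratio, DMSO-to-PEA scaled; measured by: kinetic Fluo-8 calcium fluorescence; benchmarks: low control DMSO, high control PEA (EC100); doses: 3 µM single concentration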
CHRM1 PAM: positive allosteric modulators of human M1 muscarinic receptor | CHO-K1 hM1, Fluo-8 calcium fluorescence, ACh EC20; 0% = ACh EC20, 100% = maximal ACh | activation, % at 3 µM | hit rate 0.088% among 360,000 | AID 588819; in the data active = activation above about 19%, passing the limit was not always enough
CHRM1 antagonist: antagonists of human M1 muscarinic receptor; hit rate 1.3% among 360,000; AID 588852; CHO-K1 hM1, Fluo-8 calcium fluorescence, ACh EC80 antagonist; inhibition, % at 3 µM; P11229;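 active = percent inhibition above its own plate's cutoff, namely the mean of that plate's compound wells plus 3 SD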;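 also: peak over basal fluorescence ratio during 140 s after agonist addition; 0% = ACh EC80 plus DMSO and 100% = DMSO alone without agonist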
Active calls of the source: *; . = no result given. These rows are one share of the data; rates above refer to the full screens.

SMILES	CHRM5 antagonist	CHRM5 agonist	M1 ag	CHRM4 agonist	CHRM5 PAM	M4 antag	TAAR1 agonist	CHRM1 PAM	CHRM1 antagonist
CCN1CCN(C(c2cccs2)C(C)NC(=O)Oc2ccccc2)CC1 (stereo not drawn)	4	-2	-10	0	-2	0	1	2	-13
COC(=O)[C@@]1(Sc2ccc(C)cc2)CC(=O)N(P(=O)(OC)OC)[C@@H]1c1ccccc1	4	3	.	1	-3	0	1	.	.
CC(=O)c1c(C)[nH]c(C(=O)N2CCC3(CC2)OCCO3)c1C	5	-6	-2	1	0	0	10	3	4
COC(=O)C1=C(c2ccc(OCc3ccccc3)cc2)C[C@@H]2CC[C@H]1N2C	-3	-2	-10	6	-15	-3	7	-28	34*
CC[C@@H](CO)C1CC2NC3CC4(c5ccccc5N(C)[C@@H]24)C(O)C31 (stereo partly drawn)	-1	3	-3	1	-1	-5	0	2	-1
CN1CCN(c2c(C#N)c(C(F)(F)F)nn2C)CC1	-19	-1	-3	0	1	-2	2	5	-10
CC1CN=C(NCc2ccncc2)S1 (stereo not drawn)	5	-3	-6	1	-2	-4	2	7	-10
Fc1ccc(C2=CCN(C(c3cccs3)c3nnnn3CCc3ccccc3)CC2)cc1 (stereo not drawn)	6	-9	-6	0	-12	1	4	-1	-5
CCOC(=O)c1ccc(NC(=O)c2c(O)[nH]c(=O)[nH]c2=O)cc1	1	-1	-2	0	1	18	14	7	-6
CCOC(=O)/C(CCCN(CC)CC)=N\O	35*	-11	-5	0	-16	34*	5	-19	78*
CN1CCN(c2nc([N+](=O)[O-])nn2C)CC1	1	1	-8	1	-3	9	4	4	3
O=c1c2ccccc2nc(SCC2CCCCO2)n1-c1ccccc1 (stereo not drawn)	0	1	-5	0	-3	3	-2	1	0
O=C(NCC1=C(c2ccc3ccccc3c2)C[C@@H]2CC[C@H]1N2Cc1ccco1)c1cccnc1	8	-1	-11	1	-3	2	4	-10	6
CCOC(=O)C1C(=O)NC23CCCC2C1c1ccccc1O3 (stereo not drawn)	2	-2	-4	0	3	8	5	7	-8
Cc1ccc(-n2c(O)c(C=NCc3ccccn3)c(=O)[nH]c2=S)cc1	6	3	-1	2	-2	-7	-1	4	-8
CCc1ccccc1NC(=O)CSc1nnc([C@@H](N)Cc2c[nH]c3ccccc23)o1	1	-1	-2	7	-6	-2	9	14	-12
Cc1nn(Cc2ccccc2)c(C)c1C(=O)NCc1ccccc1	0	1	-5	2	9	5	5	9	-2
CN1CCN(c2nc3c(c(=O)[nH]2)CCC3)CC1	-8	1	-5	-1	11	8	2	10	-12
Nc1ccncc1	1	1	0	0	-3	-3	2	3	-29
CC(=NNC(=S)N1CC2CCC(CC2)C1)c1nccs1	26	-6	-5	0	-11	8	2	-2	4
CC1CC(NC(=O)C2C3CCC(O3)C2C(=O)O)CC(C)(C)C1 (stereo not drawn)	-2	-2	-4	0	7	2	2	11	-1
O=C(Cn1cc(C(=O)c2ccccc2)c2ccccc21)NCc1ccco1	-6	-7	-3	2	-6	-14	3	0	-6
CC(C)Sc1nnc([C@@H](N)Cc2ccccc2)o1	-6	0	-2	0	4	15	4	10	-15
CC1CCCN(C(=O)CCl)C1 (stereo not drawn)	-8	-1	-4	0	6	5	21	9	-5
COc1ccc(NC(c2ccccc2)P(=O)(Oc2ccccc2)Oc2ccccc2)cc1 (stereo not drawn)	1	-2	-6	1	1	6	1	2	7
CC(NCc1ccc(Cl)cc1)C(O)c1ccccc1 (stereo not drawn)	1	0	-6	1	-3	-1	11	9	-8
C=CCN1C(=O)/C(=C/c2cc(C)n(-c3ccccn3)c2C)C(=O)NC1=S	-3	-2	-2	1	2	4	1	2	-3
COC(=O)C1=C(c2ccccc2)C[C@@H]2CC[C@H]1N2C(=O)NCc1ccc(C(F)(F)F)cc1	2	-9	-9	1	-12	1	18	-29	21
Cc1c(C=C2C(=O)N(C)C(=O)N(C)C2=O)c(=O)n(-c2ccccc2)n1C	9	-4	-4	1	-2	-1	0	4	-9
Clc1cccc(Cl)c1C1N2CCCN12 (stereo not drawn)	-6	-3	-3	0	5	3	1	5	-22
N#CSCC(=O)N1c2ccccc2CCc2ccccc21	2	-6	-5	1	1	5	2	1	0
Fc1ccccc1CNCCc1ccc2c(c1)OCO2	10	-12	-8	0	-4	-2	1	5	-11
CCN(CCCl)c1cc(CN(C)C)cc(NC(=O)c2ccc(C(=O)Nc3cc(CN(C)C)cc(N(CC)CCCl)c3)cc2)c1	8	-1	-8	0	7	-4	-1	5	-8
O=C1CC(=O)N(c2ccccc2)C(=O)N1	5	5	0	1	-2	-6	2	12	-19
c1cc2c(cc1[C@H]1OC[C@H]3[C@@H]1CO[C@H]3c1ccc3c(c1)OCO3)OCO2	15	-7	-7	6	-15	-14	2	-1	-3
NP(=O)(OCCCc1ccccc1)Oc1ccccc1 (stereo not drawn)	-1	2	-1	2	0	-1	7	8	-2

Shown with two lines to a compound: part of the list above
Fields – CHRM5 antagonist	CHRM5 agonist	M1 ag	CHRM4 agonist	CHRM5 PAM	M4 antag	TAAR1 agonist	CHRM1 PAM	CHRM1 antagonist
N#CSCC(=O)N1c2ccccc2CCc2ccccc21
 : 2	-6	-5	1	1	5	2	1	0
Fc1ccccc1CNCCc1ccc2c(c1)OCO2
 : 10	-12	-8	0	-4	-2	1	5	-11
CCN(CCCl)c1cc(CN(C)C)cc(NC(=O)c2ccc(C(=O)Nc3cc(CN(C)C)cc(N(CC)CCCl)c3)cc2)c1
 : 8	-1	-8	0	7	-4	-1	5	-8
O=C1CC(=O)N(c2ccccc2)C(=O)N1
 : 5	5	0	1	-2	-6	2	12	-19
c1cc2c(cc1[C@H]1OC[C@H]3[C@@H]1CO[C@H]3c1ccc3c(c1)OCO3)OCO2
 : 15	-7	-7	6	-15	-14	2	-1	-3

(listing goes on)
SMILES	CHRM5 antagonist	CHRM5 agonist	M1 ag	CHRM4 agonist	CHRM5 PAM	M4 antag	TAAR1 agonist	CHRM1 PAM	CHRM1 antagonist
CC(=O)O[C@@]12CO[C@@H]1C[C@H](O)[C@@]1(C)C(=O)[C@H](O)C3=C(C)[C@@H](OC(=O)[C@H](O)[C@@H](NC(=O)c4ccccc4)c4ccccc4)C[C@@](O)([C@@H](OC(=O)c4ccccc4)C12)C3(C)C (stereo partly drawn)	3	2	-3	1	-6	-6	0	4	-11
CC12Cc3cnoc3C=C1CCC1C2CCC2(C)C1CCC2(C)O (stereo not drawn)	11	-7	-2	12	-29	0	22	-15	8
O=c1nc(/C=C/c2ccc(Cl)cc2Cl)cc(C(F)(F)F)[nH]1	-2	-1	-7	-2	-2	11	-2	14	-16
CN1CC2CN(Cc3ccccc3)S(=O)(=O)C2C1 (stereo not drawn)	4	1	-2	1	3	0	2	3	-15
C#CCN1CCN(c2cccc(C(F)(F)F)c2)CC1	5	0	-8	1	6	1	1	7	-4
CCCn1c(C(=O)c2ccccc2)nc2ccccc21	0	0	-6	0	1	1	14	0	2
CCN1CCN(C(=O)COc2cc(=O)n(CC)c3ccccc23)CC1	1	1	-6	0	-1	4	9	9	-7
COc1ccc(NS(=O)(=O)c2ccc(OCC(=O)N3CCN(C)CC3)cc2)cc1Cl	-3	-4	-4	3	-3	-10	3	-2	-11
CC1(C(O)(C#CCN2CCCCC2)c2ccccc2)CCCC1 (stereo not drawn)	99*	-16	-8	2	-34	99*	8	-21	100*
CCOC(=O)CCN=Cc1c(O)n(-c2ccc(Br)cc2)c(=O)[nH]c1=O	0	-1	1	0	0	-3	5	13	-14
CCOP(=O)(OCC)C(O)c1ccccc1 (stereo not drawn)	2	0	0	1	5	-5	2	4	-4
O=c1[nH]c(=O)n(CCc2ccccc2)c(O)c1C=NC1CC1	0	2	-1	1	-5	-4	2	14	-17
N#CCCn1cc(C(=O)Nc2ccccc2Br)c(-c2ccc([N+](=O)[O-])cc2)n1	10	0	-6	1	-5	10	2	0	-8
COc1c(C=C2C(=O)NC(=O)NC2=O)c(CCN(C)C(=O)c2ccccc2)cc2c1OCO2	0	2	1	2	-3	-12	0	1	-8
COc1ccc(-n2nnnc2C(CCSC)N2CCC(n3c(=O)[nH]c4ccccc43)CC2)cc1 (stereo not drawn)	15	1	-4	21	-19	18	14	-9	20
C[C@]12C=CC(=O)C=C1CC[C@@H]1C2CC[C@]2(C)OC(=O)CCC12 (stereo partly drawn)	0	1	-3	1	2	-2	0	1	3
Cc1ccc(S(=O)(=O)N2CN3CCN(C3)C2)cc1	-1	5	2	0	-4	-7	5	2	-5
NC(=O)Nc1cccc(C(F)(F)F)c1	-3	-2	-3	0	-2	4	-1	7	-7
CN1CCN(c2ccc([N+](=O)[O-])c(Sc3nncn3C)c2)CC1	5	-6	-11	1	-6	1	4	8	3
O=c1[nH]c(=S)n(C2CC2)c(O)c1/C=N/Nc1ccccc1	0	-1	-7	1	-4	-4	-3	15	-12
CC(=O)c1ccc2c(c1)C1C(Cl)C(Sc3ccccc3[N+](=O)[O-])CC1C(c1ccccc1[N+](=O)[O-])N2 (stereo not drawn)	7	0	-4	8	-13	13	9	-4	0
CCS(=O)(=O)NC(C)c1nnc2n1-c1ccc(Br)cc1C(c1ccccc1Cl)=NC2 (stereo not drawn)	3	0	-5	1	-1	1	12	0	-3
CCOC(=O)CC(SP1(=S)OCC2(CC=CCC2)CO1)C(=O)OCC (stereo not drawn)	11	2	1	17	-40	9	8	-21	24*
CCCN1CCC[C@@H](c2cccc(O)c2)C1	-1	-1	-6	0	-4	7	0	-2	-13
CCCOc1ccc(C(C)=O)cc1Cc1c(O)[nH]c(=S)[nH]c1=O	7	-3	-2	2	3	-1	4	6	-18
CNC(C)(C)Cc1ccccc1	6	-1	-1	1	-10	1	2	-2	-18
OC1/C(=C/c2ccc(C(F)(F)F)cc2)N2CCC1CC2 (stereo not drawn)	11	-1	-5	1	1	5	10	5	-5
CC(=O)Nc1ccccc1C(=O)C(=O)Nc1cccc(C(=O)N2CCC3(CC2)OCCO3)c1	11	1	-3	5	-2	-8	3	1	8
CN(C)c1ccc(/C=C2/C(=O)NC(=O)N(CCc3ccc(F)cc3)C2=O)cc1	-6	0	-6	0	9	10	15	11	-9
COc1ccc(Cl)cc1N=Cc1c(O)n(C)c(=O)n(C)c1=O	6	0	2	2	0	-10	0	15	-8
O=C1NCN(c2ccccc2)C12CCN(C(c1cccc3ccccc13)c1nnnn1-c1ccc3c(c1)OCCO3)CC2 (stereo not drawn)	2	1	2	1	1	-4	1	-4	-3
CCN1CCN(c2nc([N+](=O)[O-])nn2C)CC1	6	-3	-7	1	4	-1	1	8	-4
CN(C)C(=O)Nc1cccc(OC(=O)N(C)C)c1	-9	-1	6	1	8	2	1	13	-17
CCC(=NCc1ccco1)c1c(O)n(Cc2ccccc2)c(=O)[nH]c1=O	-1	3	0	1	1	1	23	-4	6

Individual results from above.
For CHRM5 antagonist, COc1c(C=C2C(=O)NC(=O)NC2=O)c(CCN(C)C(=O)c2ccccc2)cc2c1OCO2 has 0
For CHRM1 antagonist, O=c1[nH]c(=O)n(CCc2ccccc2)c(O)c1C=NC1CC1 has -17
